Bioassay records as filed in PubChem.
Tau fibril ThT: inhibitors of human tau fibril formation, thioflavin T binding. P10636. recombinant tau K18 P301L (four-repeat tau fragment), heparin-induced fibrillization, ThT fluorescence. Potency, µM (top dose mostly 57.4 µM), for inactives: top-dose activity, negative = inhibition, most hits filed as inhibitors. 2.1% of 270,000 active. AID 1460; further: on the % scale 0 is the no-effect control and ±100 the full control effect; nearly all actives have a fitted effect of over 55% in size
Target sequence (P10636 561-689 P618L limits assumed): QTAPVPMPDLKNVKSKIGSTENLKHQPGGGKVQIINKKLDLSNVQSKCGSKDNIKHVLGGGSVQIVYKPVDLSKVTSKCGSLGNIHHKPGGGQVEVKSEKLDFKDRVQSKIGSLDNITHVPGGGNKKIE
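Heparin-induced fibrillization of the P301L-mutant K18 repeat-domain fragment of human tau was followed by ThT binding in quantitative high-throughput format.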
KinaseGlo FLuc: counter-screen: inhibitors of Kinase-Glo firefly luciferase; Q27757; Kinase-Glo luciferase, ATP luminescence, 8 min; 0.28% of 200,000 active; AID 1379; Potency, µM (titrated, usually from 38.3 µM), without a hit: at the highest dose activity change, negative = inhibition, usual class: inhibitors; further: on the % scale 0 is the no-effect control and ±100 the full control effect; nearly all actives have a fitted effect of over 60% in size
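Compound is pinned into ATP-containing buffer (10 uM ATP, imidazole pH 7.2, 7 mM MgCl2). Kinase-Glo luciferase reagent is then added. Light output is recorded following an 8-min room-temperature incubation.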
RECQ1 inh: blocks DNA unwinding by human RECQ1; P46063; RECQ1 DNA unwinding, red fluorescence kinetic read; Potency, µM (titrated, usually from 57.3 µM), without a hit: at the top dose activity, negative = inhibition, most hits filed as inhibitors; 0.54% of 240,000 active; AID 2549;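 further: plate controls were vehicle for no effect and no enzyme for full effect; nearly all actives have a fitted effect of over 30% in size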
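50 nM RECQ1T1 preincubated 15 min with compound in Tris pH 8.0 buffer with MgCl2, DTT, Tween-20 and 2.5 ug/ml poly(dI-dC); started with 200 nM TAMRA/BHQ-2 forked duplex and 2 mM ATP. Unwinding read as fluorescence (525/598 nm), two reads 2 h apart.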
L3MBTL1 inh: blocks human L3MBTL1; Q9Y468; AlphaScreen L3MBTL1–H3K9me1 peptide binding; Potency, µM (doses to about 57.1 µM), for the others: at the highest dose activity, negative = inhibition, actives largely listed as inhibitors; 0.66% of 230,000 active; AID 485360; further: on the % scale 0 is the no-effect control and ±100 the full control effect; nearly all actives have a fitted effect of over 60% in size
Target sequence (Q9Y468 whole entry, looked up): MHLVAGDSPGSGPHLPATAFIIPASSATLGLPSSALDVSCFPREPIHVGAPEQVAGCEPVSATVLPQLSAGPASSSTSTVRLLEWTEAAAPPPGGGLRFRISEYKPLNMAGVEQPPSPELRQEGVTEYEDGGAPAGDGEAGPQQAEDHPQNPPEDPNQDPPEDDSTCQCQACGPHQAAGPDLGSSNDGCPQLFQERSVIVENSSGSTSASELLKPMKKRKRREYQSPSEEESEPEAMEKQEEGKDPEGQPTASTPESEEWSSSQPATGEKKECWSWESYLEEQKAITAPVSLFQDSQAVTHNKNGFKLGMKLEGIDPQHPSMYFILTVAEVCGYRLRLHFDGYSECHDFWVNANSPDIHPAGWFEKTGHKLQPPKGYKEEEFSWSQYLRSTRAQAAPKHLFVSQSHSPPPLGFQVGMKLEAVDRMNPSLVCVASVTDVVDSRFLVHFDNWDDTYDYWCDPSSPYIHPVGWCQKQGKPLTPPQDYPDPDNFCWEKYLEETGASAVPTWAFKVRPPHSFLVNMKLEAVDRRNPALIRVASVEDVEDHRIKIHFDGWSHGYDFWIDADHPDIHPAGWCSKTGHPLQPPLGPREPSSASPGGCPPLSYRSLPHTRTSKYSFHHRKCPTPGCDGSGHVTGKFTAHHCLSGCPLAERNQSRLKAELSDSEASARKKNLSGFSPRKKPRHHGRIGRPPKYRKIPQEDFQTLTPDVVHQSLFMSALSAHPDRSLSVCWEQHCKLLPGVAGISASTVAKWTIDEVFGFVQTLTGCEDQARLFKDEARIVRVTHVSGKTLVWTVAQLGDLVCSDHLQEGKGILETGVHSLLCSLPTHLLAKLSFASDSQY
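Displacement of a biotinylated histone H3(1-15) peptide monomethylated at Lys9 (75 nM) from L3MBTL1 (50 nM) was measured by AlphaScreen after a 30 min room-temperature compound incubation; cefsulodin titration served as intraplate control.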
SMN2 splice up: enhancers of SMN2 splice variant expression. HEK293 SMN2-luciferase splicing reporter, luminescence, 30-36 h. Potency, µM (doses to about 46.1 µM), inactives show at the highest dose activity change, positive = activation, actives largely listed as activators. 2.8% of 210,000 active. AID 1458; further: % of control where 0% means no effect; nearly all actives have a fitted effect of over 55% in size
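HEK293 cells carry an SMN2 […]–luciferase reporter in which exon 7 inclusion puts luciferase in frame. Cells were plated 10-12 h before compound addition, then incubated 30-36 h at 37C. ONE-Glo luminescence was read; sodium butyrate at 4.5 mM final served as control.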
ALDH1A1 block: ALDH1A1 (human) enzyme inhibition | P00352 | Potency, µM (series often up to 75.3 µM), inactives show at the top dose activity, negative = inhibition, actives largely listed as inhibitors | 7.3% of 220,000 active | Purified ALDH1A1, NADH fluorescence, propionaldehyde substrate | AID 1030; active means well fitted inhibition curve with a large enough effect, not every such curve was filed as active; inconclusive means small, poorly fitted or top-dose-only effect, or another doubt; inactive means no such curve, though single readings can be large or run the other way;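 further: plate controls were no enzyme wells and a reference inhibitor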
Lamin A splicing: changes lamin A minigene splicing in HeLa cells | 0.01% of 200,000 active | Potency, µM (highest dose often 46.1 µM), without a hit: at the highest dose ratio change, negative = inhibition, actives largely listed as inhibitors | HeLa LMNA splicing GFP/RFP minigene ratio, 48 h; active means well fitted inhibition curve with a large enough effect in the signal ratio, with a control signal flat, not every such curve was filed as active; inconclusive means small, poorly fitted or top-dose-only effect, or effect the other way, or a change in a side signal; the % refers to the signal ratio; further: on the % scale 0 is the no-effect control and ±100 the full control effect
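S3 HeLa stable clones carrying a lamin A-EGFP splicing minigene plus DsRed2 were seeded at 600 cells/well in Opti-MEM with 2% FBS, pin-dosed and incubated 48 h at 37°C. Acumen cytometry (488 nm) gave the GFP/RFP total-intensity ratio.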
KDM4E inh: JMJD2E (human) inhibition; JMJD2E catalytic domain, FDH-coupled NADH fluorescence (FDH is formaldehyde dehydrogenase); Potency, µM (titrated, usually from 57.1 µM), inactives show at the highest dose activity change, negative = inhibition, hits mostly inhibitors; 1.6% of 230,000 active; active means well fitted inhibition curve with a large enough effect, not every such curve was filed as active; inconclusive means small, poorly fitted or top-dose-only effect, or another doubt; inactive means no such curve, though single readings can be large or run the other way;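 further: 0% = wells with enzyme and -100% = buffer wells without enzyme; nearly all actives have a fitted effect of over 50% in size; many of its hits are not listed in these tables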
An asterisk follows results filed as active; i = inactive; u = inconclusive; x = no result given; & = joins results of further samples; [ ] = remark or other dose. Unless noted, the call rests on the fitted dose curve; in most records, active means well fitted curve in the direction sought with a large enough effect; inconclusive means small, poorly fitted or top-dose-only effect, or another doubt; inactive means no such curve, though single readings can be large; an effect the other way counts as inactive or inconclusive. Potency means the concentration at half of the fitted maximal effect. A portion of the library (hit frequency here may not be typical).

SMILES	Tau fibril ThT	KinaseGlo FLuc	RECQ1 inh	L3MBTL1 inh	SMN2 splice up	ALDH1A1 block	Lamin A splicing	KDM4E inh
Cc1ccc2nc(CSc3nnc4ccccn34)cc(=O)n2c1	-3%	-5%	-2%	x	-18%	-9%	u	-18%
Cc1ccc(C(=O)N2CCCC2)cc1Br	-11%	-5%	-5%	x	-6%	12%	10%	5%
Cc1cccc(C(=O)Nc2nnc(Cc3c[nH]c4ccccc34)s2)c1	-17%	-2%	12%	0%	-5%	5%	4%	-8%
CCN(CCCNC(=O)CN(C)S(=O)(=O)c1cccc2nsnc12)c1ccccc1	-15%	0%	3%	-11%	-14%	-7%	u	0%
CCOC(=O)C1CCN(C(=O)c2c(C)oc3c2C(=O)c2ccccc2C3=O)CC1	-15%	-2%	-19%	-6%	-76%[inhibitor]	-11%	u	-16%
COc1cccc(NC(=O)C2CC(=O)OC23CCOC(C)(C)C3)c1 (configuration not stated)	-5%	0%	13%	3%	3%	5%	0%	3%
CC1CCN(CCC(=O)NN)CC1	-5%	-2%	i	x	-16%	3%	x	14%
CCOC(=O)C1CCCN(S(=O)(=O)c2cccs2)C1 (configuration not stated)	-1%	1%	-13%	5%	-8%	-11%	11%	1%
Cc1ccc(NC(=O)CN2C(=O)S/C(=C/c3ccc(O)c([N+](=O)[O-])c3)C2=O)cc1C	7.9µM*	-6%	u	25µM*	x	u	u	u
Cc1cccc(N(C(=O)CNC(=O)c2cccs2)C(C(=O)NC2CCCC2)c2cccnc2)c1 (configuration not stated)	-3%	2%	-9%	0%	-10%	10%	0%	u
Cc1nnc(NC(=O)Oc2ccccc2)s1	-4%	-2%	-9%	-2%	6%	9%	-3%	-3%
O=C(NCc1ccco1)c1ccc(=O)oc1	6%	x	-11%	-9%	x	0%	6%	-13%
COc1ccc(OC)c2[nH]c(=O)c(CCNC(=O)c3cc4ccccc4o3)cc12	u	-1%	-10%	-7%	-19%	u	-12%	u
CCOc1ccc(-n2c(Cc3cc(=O)[nH]c(=O)[nH]3)nnc2SCc2cccnc2)cc1	2%	-4%	-3%	-2%	0%	2%	-2%	0%
COc1ccc(CC(=O)NCc2nnc(SCC(=O)Nc3cccc(F)c3)n2C)cc1	-3%	-1%	u	2%	5%	-8%	-6%[46 µM]	7%
O=C(CCN1C(=O)c2ccccc2C1=O)Nc1ccc(-c2cn3ccsc3n2)cc1	u	1%	i	-1%	u	-5%	3%	2%
Cc1ccc(CN2CCN(CC(=O)O)C2=O)cc1	1%	3%	-1%	x	-3%	11%	u	-6%
CN1C(=O)N(C)C2(CC1(C)C)CC(C)(C)N(C)C(=O)N2C	1%	-3%	-1%	-2%	-16%	6%	6%	-1%
Cc1ccc(OCc2cc(C(=O)Nc3ccccc3)oc2C)cc1	-11%	-7%	i	x	7%	u	11%	-5%
O=C(Cc1ccc2c(c1)OCCO2)N1CCN(S(=O)(=O)c2cccc(Cl)c2Cl)CC1	u	3%	0%	-7%	-9%	u	u	u
COc1ccccc1NC(=O)c1ccccc1NC(=O)c1cc(Cl)ccc1NC(=O)c1ccco1	7%	0%	-8%	-14%	10%	206%[activator]	u	u
COc1ccc(C(=O)c2ccccc2Cl)cc1	-17%	0%	i	x	7%	-15%	-1%	2%
CC(C)c1ncc(S(=O)(=O)c2ccc(C(F)(F)F)cn2)c(N)n1	-6%	x	-6%	5%	x	3%	-1%[46 µM]	8%
O=C(NNC1CC(=O)N(c2ccccc2)C1=O)c1cccnc1 (configuration not stated)	-1%	x	8%	1%	x	-3%	u	4%
N=c1n(CCN2CCCCC2)c2ccccc2n1CC(O)COc1ccccc1 (configuration not stated)	-13%&3%	-3%	-7%	4%	-32%&-41%[inhibitor]	-11%	-2%	8%
COc1ccc(/C=C2\N=C(SC)N(C)C2=O)cc1	u	-9%	-2%	9%	18%	-5%	-4%	5%
c1ccc(NCc2nc(-c3ccccc3)no2)cc1	-10%	-5%	-3%	7%[11.4 µM]	u	u	14%	6%
CCCc1nc(N2CCN(C)CC2)c2sc(=S)n(-c3ccccc3)c2n1	-9%	-1%	-1%	3%	-14%	u	u	3%
Cc1nc(-c2ccccc2)ccc1C(=O)O	10%	-1%	i	9%	-3%	20%	x	-14%
COCCNC(=O)C(=O)Nc1ccc(Br)cc1	3%	-9%	1%	-5%	11µM*	9%	-4%	4%
COc1ccc(CCNC(=O)CN2C(=O)c3ccccc3S2(=O)=O)cc1	-10%	0%	0%	-5%	5%	u	7%	6%
CC(=O)C(=Cc1cn(-c2ccccc2)nc1-c1ccccc1)C(C)=O	-6%	0%	i	6%	13%	u	-22%[46 µM]	-7%
O=C(CN1C(=O)NC2(CCCC2)C1=O)N1CCN(S(=O)(=O)c2ccc(Cl)cc2)CC1	6%	-3%	i	6%	-6%	-5%	-21%[46 µM]	-1%
Cc1nc2c(-c3ccccc3)c(C)nn2c(SCC(N)=O)c1Cc1ccccc1	-9%	x	8%	8%	x	x	x	-2%
COc1ccc([N+](=O)[O-])cc1NC(=O)c1ccccc1SC	5%	2%	i	6%	-14%	u	x	1%
COc1ccc(CCN2CC(C(=O)NCCc3ccccc3)CC2=O)cc1OC (configuration not stated)	-6%&1%	-5%	-4%	x	x	1%	8%[46 µM]	-4%
COc1ccc2nc(SC(C(=O)c3ccccc3)c3ccccc3)nc(C)c2c1 (configuration not stated)	-2%	0%	-17%	1%	-5%	u	1%	u
CC1CCN(CC(=O)Nc2ccc(Br)cc2[N+](=O)[O-])CC1	-9%	1%	i	-23%[11.4 µM]	-6%	-6%	-32%[46 µM]	10%
COc1cc(OC)cc(C(=O)N2CCN(S(C)(=O)=O)CC2)c1	-7%	-1%	0%	3%	-6%	u	-10%	-26%
CCOC(=O)N1CCN(c2nc(C)c3c(n2)CC(C)CC3=O)CC1 (configuration not stated)	-14%	-2%	-5%	6%	-15%	-13%	1%	-7%
COc1cccc(OCCNC(=O)c2cccc(OC)c2)c1	-4%	0%	i	3%	4%	-2%	0%	3%
Cc1ccccc1-n1nnnc1SC1CCOC1=O (configuration not stated)	3%	0%	-14%	3%	2%	11µM*	u	8%
CN(CCO)c1cc(Sc2nc3ccccc3s2)c2nonc2c1[N+](=O)[O-]	28µM*	-1%	-6%	-3%	25%	25µM*	u	-4%
COCCNC(=O)c1ccc2c(c1)ncn2-c1ccc(F)c(F)c1	-4%	-4%	-11%	-6%	18%	-15%	-11%	3%
COc1ccc(C2=NN(C(=O)CSc3nc4ncc(Cl)cc4[nH]3)C(c3ccco3)C2)cc1 (configuration not stated)	-10%	3%	i	-20%	2%	u	u	u

Part of the list above in order of molar mass, highest first:
SMILES	Tau fibril ThT	KinaseGlo FLuc	RECQ1 inh	L3MBTL1 inh	SMN2 splice up	ALDH1A1 block	Lamin A splicing	KDM4E inh
O=C(CN1C(=O)NC2(CCCC2)C1=O)N1CCN(S(=O)(=O)c2ccc(Cl)cc2)CC1	6%	-3%	i	6%	-6%	-5%	-21%[46 µM]	-1%
COc1ccc(CCN2CC(C(=O)NCCc3ccccc3)CC2=O)cc1OC (configuration not stated)	-6%&1%	-5%	-4%	x	x	1%	8%[46 µM]	-4%
COCCNC(=O)c1ccc2c(c1)ncn2-c1ccc(F)c(F)c1	-4%	-4%	-11%	-6%	18%	-15%	-11%	3%
COc1cccc(OCCNC(=O)c2cccc(OC)c2)c1	-4%	0%	i	3%	4%	-2%	0%	3%

Continued:
SMILES	Tau fibril ThT	KinaseGlo FLuc	RECQ1 inh	L3MBTL1 inh	SMN2 splice up	ALDH1A1 block	Lamin A splicing	KDM4E inh
COc1cccc(NC(=O)N2CCCc3ccccc32)c1	-4%	-2%	11%	u	-7%	u	x	-8%
O=C(Cn1cc2c(n1)CCCC2)NCc1cccnc1	5%	1%	10%	-13%	-14%	4%	u	1%
N/C(CSc1nc(-c2ccccc2)c(-c2ccccc2)o1)=N\O	-18%	1%	-13%	-4%	-5%	u	u	u
COc1cc2[nH]c(=O)n(CCC(=O)N3CC=C(c4ccccc4)CC3)c(=O)c2cc1OC	-14%	2%	-11%	x	12%	6%	-5%	-1%
COc1ccc(CNc2n[nH]c(NCc3ccc(OC)c(OC)c3)n2)cc1OC	-14%	3%	i	x	x	3%	-1%	4%
CCC(=O)N(c1ccc(C(=O)O)cc1)c1nc(-c2ccc(OC)cc2)c(C)s1	-6%	-1%	0%	x	2%	4%	x	-2%
CCCCCCCCOC(=O)C[N+](C)(C)C/C=C(/C)Cl	9%	-4%	0%	22%	-11%	1%	u	2%
CCOC(=O)COc1ccc(S(=O)(=O)N2CCN(c3ccccc3)CC2)cc1	-2%	0%	-5%	-2%	12%	-3%	-3%	10%
COc1ccc(/C=C\c2cc(OC)c(OC)cc2CC[N+](C)(C)C)cc1OC	u	-10%	-6%	-8%	x	u	23%[46 µM]	u
ONC(=Nc1cccc(C(F)(F)F)c1)c1cccnc1	2%	x	-6%	2%	x	10%	x	1%
CC1CCC(C(C)C)C(OC(=O)CSc2nnc(N)s2)C1 (configuration not stated)	-3%	-2%	0%	3%	-8%	u	3%	13%
COc1ccc(S(=O)(=O)N2CCCCC2)cc1NC(=S)Nc1cccc(Cl)c1C	-14%	4%	-9%	-10%	-12%	u	0%	-1%
Cc1c(-c2ccc(F)cc2)[n+](=O)c2c(n1[O-])CCCCC2	5%	-3%	0%	5%	-4%	14%	7%	1%
O=C(NCN1C(=O)C2C3C=CC(C3)C2C1=O)Nc1nncs1 (configuration not stated)	-2%	-3%	i	5%	-22%	u	-4%	-9%
CCNC(=O)CC1C(=O)N(c2ccc(F)cc2)C(=O)N1Cc1ccc(OC)cc1 (configuration not stated)	7%	-2%	i	25%	5%	-6%	u	-5%
Cc1nn(C(C)C(=O)c2cccc(Cl)c2)c(C)c1[N+](=O)[O-] (configuration not stated)	-2%	2%	9%	8%	-3%	2%	x	2%
